# Screening data (PubChem)
# CHRM4 agonist = CHRM4 agonism in calcium assay. P08173. AID 624127. activation, % at 3 µM. CHO-K1 hM4/Gqi5, Fluo-8 calcium fluorescence; vehicle 0%, full acetylcholine response 100%. hit rate 0.14% among 360,000;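 active = activation above the run mean over all test wells plus 3 SD, cut at about 32% in these data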;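 note: peak over basal fluorescence ratio per well then scaled between controls; 0% = DMSO wells and 100% = acetylcholine at EC100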
# Target sequence (P08173 whole entry, looked up): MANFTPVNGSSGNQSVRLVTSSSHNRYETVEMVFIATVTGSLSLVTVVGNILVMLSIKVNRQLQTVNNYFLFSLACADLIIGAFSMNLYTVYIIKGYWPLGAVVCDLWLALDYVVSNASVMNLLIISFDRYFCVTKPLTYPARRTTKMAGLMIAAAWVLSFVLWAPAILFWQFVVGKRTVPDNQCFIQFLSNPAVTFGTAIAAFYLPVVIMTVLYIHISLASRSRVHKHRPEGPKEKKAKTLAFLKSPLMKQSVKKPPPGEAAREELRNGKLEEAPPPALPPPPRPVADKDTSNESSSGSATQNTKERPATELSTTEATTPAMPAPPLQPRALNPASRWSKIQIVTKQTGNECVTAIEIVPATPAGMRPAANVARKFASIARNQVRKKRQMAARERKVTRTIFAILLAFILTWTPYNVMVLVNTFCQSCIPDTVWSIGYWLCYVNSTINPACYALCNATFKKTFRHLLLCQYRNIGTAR
# CHRM5 agonist = agonists of human muscarinic M5 receptor (CHRM5) | P08912 | CHO-K1 hM5 cells, Fluo-8 calcium fluorescence; 0% DMSO wells, 100% maximal acetylcholine response | activation, % at 3 µM | hit rate 0.19% among 360,000 | AID 624037;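 active = activation above the run's mean over test compounds plus 3 SD, cut at about 23% in these data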;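 note: signal is peak over basal fluorescence ratio across the kinetic read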
# Target sequence (P08912 whole entry, looked up): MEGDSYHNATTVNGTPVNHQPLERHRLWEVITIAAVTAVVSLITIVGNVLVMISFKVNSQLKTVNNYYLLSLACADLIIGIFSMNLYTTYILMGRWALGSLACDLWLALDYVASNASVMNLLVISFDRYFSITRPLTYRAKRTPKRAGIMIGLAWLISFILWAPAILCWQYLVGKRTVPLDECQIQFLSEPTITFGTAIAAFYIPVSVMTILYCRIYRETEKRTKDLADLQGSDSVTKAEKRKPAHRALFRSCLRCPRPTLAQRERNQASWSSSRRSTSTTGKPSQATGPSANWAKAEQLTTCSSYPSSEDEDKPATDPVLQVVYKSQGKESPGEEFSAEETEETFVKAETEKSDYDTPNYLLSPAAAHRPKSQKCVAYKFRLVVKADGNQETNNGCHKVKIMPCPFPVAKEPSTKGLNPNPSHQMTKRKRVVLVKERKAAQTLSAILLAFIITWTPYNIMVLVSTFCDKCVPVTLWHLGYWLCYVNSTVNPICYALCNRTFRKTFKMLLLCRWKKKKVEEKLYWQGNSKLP
# IDE inh = cellular human IDE inhibition; AID 434962; P14735; HEK cells, FAbetaB cleavage, fluorescence polarization; inhibition, % at 5.59 µM; hit rate 0.41% among 320,000;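 active = percent inhibition above the average of all tested compounds plus 3 SD, set per screening campaign, cut at about 16% in these data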;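 note: IDE supplied by intact live HEK cells; FP after avidin binding of uncleaved biotin substrate so inhibition keeps polarization high; 0% = DMSO wells and 100% = 60 µM reference IDE inhibitor Ii1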
# CRFR2-BP antag = blocks CRF-induced signaling of the CRF-BP/CRF-R2 complex; HEK293 CRF-R2/CRF-BP, CRF-induced calcium fluorescence; inhibition, % at 11.8 µM; hit rate 0.59% among 350,000;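 active = inhibition of the ligand-induced calcium signal above about 50% at the single tested concentration, limit read from the data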
# CHRM5 antagonist = CHRM5 antagonism in calcium assay; P08912; CHO-hM5 cells, Fluo-8 calcium fluorescence, ACh EC80; inhibition, % at 3 µM; hit rate 0.59% among 360,000; AID 624040;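 active = inhibition above a per-plate cutoff, the mean of that plate's test compounds plus 3 SD, cut at about 27% in these data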;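 note: 0% = acetylcholine EC80 with DMSO and 100% = DMSO without agonist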
# CHRM5 PAM = CHRM5 positive allosteric modulation | CHO-K1 hM5, Fluo-8 calcium, ACh EC20 PAM; 0% = ACh EC20, 100% = ACh EC100 | activation, % at 3 µM | P08912 | hit rate 0.3% among 360,000 | AID 624038;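 active = activation above the run cutoff, the mean activation of all test compounds plus 3 SD, cut at about 18% in these data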
#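 Test system: CHO-K1 hM5 cells / Doses: single-point, 3 µM nominal / Times: Post-acetylcholine fluorescence recording 140 s / Technique: Fluo-8 calcium fluorescence / Measure: Max/basal fluorescence ratio as % of EC20–EC100 ACh window / Benchmarks: low control EC20 acetylcholine (0%), high control EC100 acetylcholine (100%) / Replicates: one well per compound, no replicates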
# CHRM4 antagonist = CHRM4 antagonism in calcium assay. P08173. CHO-hM4 cells, ACh EC80, Fluo-8 calcium fluorescence. inhibition, % at 3 µM. hit rate 0.73% among 360,000;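 active = inhibition above its plate's cutoff, the mean inhibition of sample wells plus 3 SD, cut at about 27% in these data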;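 note: 0% = acetylcholine EC80 with DMSO and 100% = DMSO without agonist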
# M4 PAM = potentiates acetylcholine response at human M4 receptor; activation, % at 3 µM; P08173; CHO-K1 hM4/Gqi5, Fluo-8 calcium fluorescence, ACh EC20; 0% = ACh EC20, 100% = maximal ACh; hit rate 0.4% among 360,000;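 active = activation above its plate's cutoff, the mean activation of sample wells plus 3 SD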; note: some results filed as inactive read as strong as hits
# CRFBP-R2 agonist = CRF-BP/CRF-R2 complex agonism; activation, % at 13.2 µM; HEK293 CRF-R2/CRF-BP, calcium dye fluorescence (FLIPR); percent of saturating CRF peptide response; hit rate 0.46% among 350,000;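 active = activation of at least 50%, plus an integration ratio under a set limit after plate pattern correction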;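 note: plate controls were neutral control wells without compound for no effect and CRF at EC100 for full effect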
# Starred values were filed as active, the others as inactive; . = no result given. The order is random, and some 2.9% of all compounds hit somewhere here.
CHRM4 agonist	CHRM5 agonist	IDE inh	CRFR2-BP antag	CHRM5 antagonist	CHRM5 PAM	CHRM4 antagonist	M4 PAM	CRFBP-R2 agonist	canonical_smiles
-1	0	.	3	-4	6	1	0	-0.9	CCOc1ccc(/C(O)=C2\C(=O)C(=O)N(c3ccccn3)C2c2ccccc2F)c(C)c1 (stereo unspecified)
1	-3	-1	-1	12	-6	4	5	0.8	CCOC(=O)Cc1csc(NC(=O)C(NC(=O)C2CCCCC2)C(C)C)n1 (stereo unspecified)
11	1	-2	-9	10	-15	11	-12	-1.2	CCOC(=O)C1CCCN(C(=O)c2cc(Nc3ccc(OC)cc3OC)nc3ccccc23)C1 (stereo unspecified)
7	1	4	-30	3	1	1	-6	0.3	O=C(CCS(=O)(=O)c1cccc2nonc12)Nc1ccc(Br)cc1
3	-3	.	4	5	-14	36*	-11	-0.3	COC(C[C@@H](O)[C@H](C)[C@@H](O)COCc1ccccc1)OC
5	1	.	5	0	-6	-3	-1	-2.7	CCOc1cc(C(=O)CCC(=O)OCC(=O)Nc2ccc(F)cc2)ccc1O
2	1	.	.	0	0	-4	5	.	Cc1nc2ccc(C(=O)Nc3cccc(NS(C)(=O)=O)c3)cn2c1N(C)C(=O)CCc1ccccc1
1	-10	1	-11	3	-7	-22	1	1.9	COc1ccc(C(=O)N2CCCCCCC2)cc1OC1CCN(C(C)C)CC1
2	0	-1	-1	-4	-1	-14	4	0.7	CC(C)[C@H](NC(=O)c1ccccc1)C(=O)OCC(=O)c1ccc2c(c1)NC(=O)CO2
1	0	-6	20	1	0	4	-2	1.5	COc1cc2[nH]c(=O)n(C3CCCCC3)c(=O)c2cc1OC
2	-1	.	-10	7	1	-3	15	0.0	CC(C)CC1NC(=O)N(CC(=O)Nc2ccc(OC(F)F)cc2)C1=O (stereo unspecified)
-1	-4	-2	4	3	-2	2	2	-1.7	CCn1ncc(Br)c1C(=O)Nc1cc([N+](=O)[O-])ccc1C
0	-1	4	7	2	-4	7	-5	1.5	S=c1[nH]nc(CSc2nc3ccccc3s2)o1
1	2	0	9	-1	1	-9	6	-0.1	c1ccc2nc(-c3nccs3)ccc2c1
1	-2	1	-1	16	-1	-12	-1	-0.9	C/C(CC(=O)Nc1cc(Cl)ccc1Cl)=N\NC(=O)COc1cccc(C)c1
3	0	3	2	-4	-1	-2	1	-2.9	Cc1cccc(C)c1N(CC(=O)N/N=C/c1cc(Br)c(C)o1)S(C)(=O)=O
0	1	.	.	8	3	11	-3	.	COc1ccc(CNC[C@H]2O[C@@H](n3ccc(=O)[nH]c3=O)[C@H](O)[C@@H]2O)cc1
1	3	-1	1	4	0	-1	2	0.6	CCCn1c(N)c(C(=O)CN(C)CC(=O)Nc2ccccc2C(F)(F)F)c(=O)[nH]c1=O
1	3	2	-8	-7	0	1	6	0.0	CC(=O)c1cccc(N(C(=O)Cn2nnc3ccccc32)C(C(=O)NC2CCCCC2)c2cn(C)nc2C)c1 (stereo unspecified)
0	1	3	-1	1	1	8	-11	-0.7	Cc1cc(N)n(-c2ccc(S(=O)(=O)N3CCOCC3)cc2[N+](=O)[O-])n1
1	4	5	4	6	-7	-1	4	1.3	O=C(Cn1cnc2ccccc21)OCC(=O)N1CCCCC1
1	1	.	-8	1	2	-14	3	-0.2	CC(CO)NS(=O)(=O)c1cccc(Cl)c1F (stereo unspecified)
1	-1	3	-2	7	1	2	1	-2.1	Cn1c(=O)c2c(nc(N3CCN(C(=O)c4ccco4)CC3)n2CCSc2ncccn2)n(C)c1=O
1	-3	-1	-7	8	3	0	-1	0.7	COc1ccc(N(C(=O)CNC(=O)c2ccco2)C(C(=O)NCC2CCCO2)c2ccccc2)c(OC)c1 (stereo unspecified)
0	-2	0	14	-4	2	-6	-1	-0.2	O=S(=O)(NCc1ccccc1)NCc1ccccc1F
9	-7	-5	1	4	-5	-12	4	-2.8	CCCN1CCC(=O)N([C@H](CSc2ccccc2)Cc2ccccc2)CC1
1	4	7	21	-6	-1	11	8	-1.1	CCOc1cc(C2c3c(oc4cc(C)c(Cl)cc4c3=O)C(=O)N2Cc2ccco2)ccc1O (stereo unspecified)
1	-5	-1	10	8	0	-13	2	0.1	COc1ccc(S(=O)(=O)Nc2c(C)nc3nc(C)[nH]n3c2=O)cc1
3	-5	.	14	24	-11	0	5	1.6	O=C(N/N=C/C=C\c1ccccc1[N+](=O)[O-])c1cc(-c2ccc3ccccc3c2)n[nH]1
2	-1	0	16	-3	2	-12	1	-2.0	Cc1cc(C)n2nc(SCC(=O)N/N=C/c3cccc(Br)c3)nc2n1
2	-2	1	-16	8	-9	-1	1	5.2	Cc1cc(NC(=O)c2ccc(COc3ccc(Cl)c(C)c3)o2)no1
9	-4	4	-6	24	-22	12	-12	-1.4	COc1ccc(NC(=O)c2oc3ccccc3c2NC(=O)c2ccco2)cc1
1	-5	-5	12	12	9	-10	7	-2.0	Cc1c(Cl)cnc(NC(=O)COC(=O)CCc2nc3ccccc3s2)c1Cl
1	-1	1	17	7	-4	5	0	0.8	COc1ccccc1N(C)S(=O)(=O)c1ccc(Cl)c(C(=O)N2CCC(C(N)=O)CC2)c1
2	3	-7	-2	5	0	-18	14	-0.6	COc1ccc(C(=O)NCCS(=O)(=O)NC(C)c2ccccc2)cc1 (stereo unspecified)
2	2	-4	0	-4	1	12	-3	1.4	COc1ccc(OC)c(-n2nnnc2SCC(=O)O)c1

# Reprinted at random: three entries already listed.
CHRM4 agonist	CHRM5 agonist	IDE inh	CRFR2-BP antag	CHRM5 antagonist	CHRM5 PAM	CHRM4 antagonist	M4 PAM	CRFBP-R2 agonist	canonical_smiles
1	-10	1	-11	3	-7	-22	1	1.9	COc1ccc(C(=O)N2CCCCCCC2)cc1OC1CCN(C(C)C)CC1
5	1	.	5	0	-6	-3	-1	-2.7	CCOc1cc(C(=O)CCC(=O)OCC(=O)Nc2ccc(F)cc2)ccc1O
1	-5	-5	12	12	9	-10	7	-2.0	Cc1c(Cl)cnc(NC(=O)COC(=O)CCc2nc3ccccc3s2)c1Cl

# The listing continues:
CHRM4 agonist	CHRM5 agonist	IDE inh	CRFR2-BP antag	CHRM5 antagonist	CHRM5 PAM	CHRM4 antagonist	M4 PAM	CRFBP-R2 agonist	canonical_smiles
0	-1	1	13	12	-5	3	0	3.0	CCOC(=O)C1=C(O)/C(=C\c2ccc(O)c(OCC)c2)N=C1C
0	0	1	8	13	1	7	1	0.8	COc1cc([N+](=O)[O-])ccc1NC(=O)NCCCN1CCCC1=O
1	-4	2	-2	10	-3	15	-2	0.9	CCc1nc(SCC(=O)NCC2CCCO2)c2c(=O)n(C)c(=O)n(C)c2n1 (stereo unspecified)
2	0	.	-6	2	2	-4	4	0.0	CCc1ccc(NC(=O)C(C)OC(=O)CCN2C(=O)C3CC=CCC3C2=O)cc1 (stereo unspecified)
0	-2	3	19	4	-1	1	-1	-5.6	COC(CNC(=O)c1cc(S(=O)(=O)N2CCc3ccccc32)ccc1F)OC
1	-4	-4	0	9	-4	1	5	-2.0	COc1ccc(OC)c(-c2nc(CN3CCN(C(=O)c4ccco4)CC3)c(C)o2)c1
1	1	-1	-1	-4	3	2	1	0.1	C[C@]12CC(O)C3C(CCC4=CC(=O)CC[C@@]43C)C1CCC2c1csc(-c2ccccc2)n1 (stereo partly specified)
1	-3	6	4	9	-2	3	-5	1.2	COc1ccc(NC(=O)C2CCN(C(=O)c3ccco3)CC2)c(OC)c1
2	-7	-3	-7	3	-2	5	-5	8.7	CCOc1ccc(NC(=O)c2ccc(Cn3nc(C)cc3C)o2)cc1
1	1	1	-5	8	0	0	2	-0.1	C/C(=N\OCc1ccccc1C#N)c1cc2ccccc2o1
4	-8	-4	-2	16	-1	-5	-13	-2.3	Cc1c(C)n(Cc2ccc(Cl)cc2)c2ccc(C(=O)NCCN3CCOCC3)cc12
8	-3	3	-3	-11	-2	-16	2	-1.8	Cc1cc(F)ccc1S(=O)(=O)N1CCCOC1CNC(=O)C(=O)NCCc1ccccc1 (stereo unspecified)
1	0	0	-3	1	-3	-15	9	-0.4	CCCNC(=O)CC1Sc2ccccc2NC1=O (stereo unspecified)
1	-7	8	0	1	7	-3	2	-2.3	COc1cccc(-n2c(Cc3cc(=O)[nH]c(=O)[nH]3)nnc2SCC(=O)N2CCC(C)CC2)c1
2	0	0	-10	5	-5	6	1	-1.3	CCOC(=O)N1CCC(NC(=O)c2sc(-n3cccc3)nc2C)CC1
0	0	7	3	4	-4	3	7	0.2	COC(=O)c1cccc(NC(=O)Cn2cnc3ccccc3c2=O)c1
12	0	-1	4	15	-11	4	-10	-0.1	Cc1nn(Cc2ccc(Cl)cc2)c2sc(C(=O)O)cc12
2	3	2	-2	13	1	-3	0	0.3	CCN(C(=O)COC(=O)c1nccnc1N)c1cccc2ccccc12
3	0	-3	-11	5	3	-4	14	-1.0	O=C(CCCn1c(=S)[nH]c2cc3c(cc2c1=O)OCO3)NCc1ccco1
3	-2	6	-1	5	-3	-2	6	-1.1	Cc1ccc(S(=O)(=O)N2CCCCC2CCNC(=O)C(=O)NCc2ccccc2)cc1 (stereo unspecified)
2	3	2	-6	7	0	9	9	-1.2	Cc1cc(C)c2c(n1)sc1c(N3CCN(CCO)CC3)ncnc12
1	1	.	.	0	0	-5	5	.	Clc1ccccc1-c1cnc2sc(NCc3ccc4c(c3)OCO4)nn12
2	-4	4	-12	4	-1	-4	7	39	CCN1CC=C2C(C#N)=C(N)C(C#N)(C#N)C(c3cc(Cl)ccc3Cl)C2C1 (stereo unspecified)
1	0	4	-2	6	-3	2	-2	0.5	Cc1ccc(C(NC(=O)N2CC(C)OC(C)C2)C(Cl)Cl)cc1F (stereo unspecified)
2	2	-1	7	-4	8	-4	-3	-0.2	CC(C)c1ccc(S(=O)(=O)NCc2ccc3c(c2)OCO3)cc1
1	0	1	13	1	3	-10	7	-1.4	CCOC(=O)N1CCC(N2CC34C=CC(O3)C(C(=O)Nc3ccc(OCC)cc3)C4C2=O)CC1 (stereo unspecified)
13	8	-3	3	26	-12	18	2	0.8	COc1ccc(CNC(=O)Cc2nn(C)c(=O)c3ccccc23)cc1
6	1	.	.	-2	-3	-9	1	.	CC(C)NC(=O)C1C(c2ccc(C(F)(F)F)cc2)=Nc2ccccc2N1C(=O)c1cc2ccccc2[nH]1 (stereo unspecified)
6	-3	0	-5	-8	-2	-15	0	-3.8	O=S(=O)(NCc1ccccc1)c1ccc(S(=O)(=O)N2CCCC2)cc1
0	-1	4	-15	3	-1	10	-6	0.1	O=C(O)CSCC(=O)Nc1ccc(C(F)(F)F)cc1
4	-1	2	33	-5	1	-2	2	-1.5	CC1=C(C#N)C(=O)N(C)C(C)(C)C1
1	-7	-2	12	-11	3	-5	9	-0.4	O=C(O)c1nn(-c2ccccc2)ccc1=O
0	-6	1	0	1	1	-7	-1	-3.3	c1csc(-n2nc3ccccc3n2)c1
1	-4	-1	16	-2	-1	-9	-3	-1.6	CCOc1ccccc1C(=O)NN1C(=O)CCC1=O
0	-5	6	-10	9	2	2	0	2.0	Cc1cc(OCC(=O)NC2CCN(C)CC2)ccc1[N+](=O)[O-]
-2	-5	11	12	-2	1	7	-5	-0.6	CCC(=O)Nc1ccccc1Sc1ncnc2scc(-c3ccccc3)c12
